Screening data as filed in PubChem.
GPR35 antagonists: GPR35 antagonists blocking zaprinast-driven arrestin recruitment, primary screen, imaging, U2OS, beta-arrestin-GFP, zaprinast agonist (AID 2058). actives 0.052% (n = 290,000). inhibition, % at 10 µM, or IC50 in µM where a hit was titrated. U2OS GPR35 beta-arrestin-GFP translocation imaging, zaprinast antagonism; higher % means a stronger effect;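 active = inhibition of at least 50% with at least 30 cells and total cytoplasm GFP at most 10,000,000; inconclusive = under 30 cells or total GFP of 10,000,000 plus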
NS5 inhibitors: Dengue-2 NS5 methyltransferase inhibitors, primary screen, biochemical, confirmation dose response (AID 588689); Dengue-2 NS5 methyltransferase capping enzyme assay, biochemical; higher % means a stronger effect; inhibition, % at 25 µM, or IC50 in µM where a hit was titrated; Genome polyprotein (Dengue virus type 2 (strain 16681-PDK53)); actives 0.3% (n = 340,000); in the data active = a potency from the dose series; inconclusive = inhibition above about 29% without an active follow-up result
SV40 large T antigen: SV40 large T antigen inhibitors, biochemical (AID 1903); SV40 large T antigen ATPase/helicase inhibition assay; higher % means a stronger effect; inhibition, % at 20 µM, or IC50 in µM where a hit was titrated; actives 0.39% (n = 310,000); in the data active = a potency from the dose series; inconclusive = inhibition mostly from about 32% at the one dose, without a potency; inactive = the rest, 99 in 100 with inhibition below about 32%; note: strong numbers were not always called active
PhoP inhibition: inhibitors of PhoP regulon expression, primary screen, Salmonella Typhimurium, GFP reporter (AID 1863). S. Typhimurium PhoP-regulated promoter GFP reporter, 4 h; higher % means a stronger effect. one-dose inhibition, % at 50 µM; IC50 in µM for titrated hits. actives 0.16% (n = 300,000);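 active = inhibition over 29.93%, a cutoff 3 SD above the screen mean, later confirmed by dose response; inconclusive = inhibition over 29.93% but no dose response follow-up; inactive = inhibition at most 29.93% or unconfirmed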;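 note: 0% = low Mg2+ inducing control and 100% = high Mg2+ repressing control; strong numbers were not always called active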
K1F lysis inhibition: inhibition of K1F phage lysis, E. coli UTI89, bacterial capsule biogenesis inhibitors, alamar blue (AID 488966). E. coli UTI89 K1F phage lysis, alamar blue, 2 h; higher % means a stronger effect. inhibition, % at 100 µM, or IC50 in µM where a hit was titrated. actives 0.02% (n = 340,000);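 active = phage lysis inhibition, versus mean bacterial control, above a set limit; inconclusive = no clear call, values can overlap the other calls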;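 note: capsule biogenesis inhibitors block K1F phage lysis so surviving cells raise fluorescence; higher fluorescence means more inhibition of phage lysis; actives were called in the ten point dose series up to 300 µM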
MgcRacGAP inhibition: MgcRacGAP GTPase-activating activity inhibitors, confirmation, biochemical, ADP Hunter fluorescence; Rac GTPase-activating protein 1 (Homo sapiens); MgcRacGAP-stimulated Rac1 GTP hydrolysis, ADP Hunter fluorescence; higher % means a stronger effect; GST-tagged Rac1 F28L mutant substrate; inhibition, % at 30 µM; hits with a dose series show IC50 in µM; actives 0.6% (n = 340,000);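 active = first-screen hits whose inhibition reached a set limit at any dose in the follow-up dose series; inconclusive = inhibition above the set first-screen limit but never retested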;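 note: fluorescence reports GDP produced by GAP-driven GTP hydrolysis; strong numbers were not always called active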
HIV fusion peptide: inhibitors of HIV fusion peptide binding, primary screen, biochemical, uHTS, fluorescence dequenching (AID 1986); inhibition, % at 20 µM; hits with a dose series show IC50 in µM; cell-free peptide binding, fluorescence dequenching, 30 min; higher % means a stronger effect; actives 0.3% (n = 290,000); in the data active = inhibition mostly above about 52%, no sharp cut-off; inactive = mostly below about 76%; note: some results filed as inactive read as strong as hits
GPR55 antagonists: GPR55 antagonists blocking LPI-driven arrestin recruitment, primary screen, imaging, U2OS, beta-arrestin-GFP, LPI agonist (AID 2013); G-protein coupled receptor 55 (Homo sapiens); U2OS GPR55 beta-arrestin-GFP translocation imaging, LPI antagonism; higher % means a stronger effect; inhibition, % at 10 µM; hits with a dose series show IC50 in µM; actives 0.13% (n = 290,000);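 active = spots per cell inhibited over 60%, with over 100 cells counted and total cytoplasm intensity under 500,000; inconclusive = wells with under 100 cells, flagged as likely toxic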;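 note: U2OS cells stably carrying GPR55 and arrestin-GFP stimulated by 5 µM LPI near EC80; imaged beta-arrestin-GFP aggregate spots per cell after agonist stimulation; plate controls were LPI-stimulated DMSO wells for no effect and DMSO wells without LPI for full effect; some results filed as inactive read as strong as hits; confirmed hits need IC50 under 10 µM and bright autofluorescent wells are also inconclusive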
RSV CPE inhibition: RSV antiviral activity via CPE protection, HEp-2 cells, primary 10 µM value included (AID 2391); actives 0.13% (n = 310,000); HEp-2 cells, RSV-induced CPE inhibition; higher % means a stronger effect; CPE inhibition, % at 10 µM, or IC50 in µM where a hit was titrated; in the data active = a potency from the dose series; inconclusive = CPE inhibition mostly from about 23% at the one dose, without a potency; inactive = the rest, 99 in 100 with CPE inhibition below about 21%; note: strong numbers were not always called active
NS5 inhibitors pilot replicate: also measured in NS5 inhibitors; calls as there; inhibition, %; measured here: pilot screen replicate inhibition
The depositor's hits bear a star; ? = inconclusive; nt = no result given; [ ] = another dose, or the depositor's remark.

SMILES	GPR35 antagonists	NS5 inhibitors	SV40 large T antigen	PhoP inhibition	K1F lysis inhibition	MgcRacGAP inhibition	HIV fusion peptide	GPR55 antagonists	RSV CPE inhibition	others
CCc1ccc(CN2CCCC(CCC(=O)N3CCN(c4ccccn4)CC3)C2)o1 (centres undefined)	-2%	-6%	10%	-8%	-0.1%	7%	-0.8%	6%	-2.9%
COC(=O)c1ccc(NC(=O)CSc2nnc(CNc3ccc(OC)cc3)n2C)cc1	0%	9%	6%	2%	2.1%	11%	-1.4%	-2%	0.3%
CC(C)CC(NS(=O)(=O)c1cc(C(=O)O)ccc1Cl)C(=O)O (centres undefined)	-6%	-2%	17%	7%	0.0%	1%	-1.1%	1%	-0.2%
COc1cccc(/C=C2\SC(=S)N(CCC(=O)N3CCCCC3)C2=O)c1	3%	-1%	15%	-4%	1.4%[50 µM]	5%	-0.3%	9%	0.9%
Cc1ccccc1C(=O)c1cccn1CC(=O)NCc1ccccc1	-8%	-10%	3%	0%	0.1%	2%	-1.3%	-8%	-0.4%
c1ccc(-c2ccccc2OCCOCCN2CCOCC2)cc1	9%	-6%	-2%	14%	0.2%	59µM*	1.1%	6%	-0.5%
C=C(C)Cc1c(C)c(C#N)c2[nH]c3ccccc3n2c1=O	-20%	-3%	14%	-5%	0.1%	13%	2.4%	-9%	22%
COc1ccc(OC)c(S(=O)(=O)NCc2nc3nc(C)cc(C)n3n2)c1	-16%	-10%	11%	-14%	0.2%	11%	-0.8%	29%	2.0%
C/C(=N\Nc1cc(Cl)nc(C)n1)c1ccc(C)cc1	nt	-2%	nt	nt	1.0%	4%	nt	nt	1.5%
Cc1ccccc1S(=O)(=O)c1cc2ccccc2nc1N	-3%	-2%	4%	-6%	-0.1%	-5%	1.1%	1%	?
O=C(NCCS(=O)CCNC(=O)C(F)(F)F)C(F)(F)F	6%	2%	11%	-9%	1.4%	13%	12%	-11%	3.8%
CC(Oc1ccc(F)cc1)C(=O)N1CCN(c2ncccn2)CC1 (centres undefined)	4%	-2%	10%	4%	-0.2%	10%	-0.4%	13%	1.6%
O=C(NNC(=O)c1cccc2ccccc12)c1ccc2c(c1)OCO2	6%	-2%	8%	-10%	0.5%	7%	0.2%	2%	-0.4%
Cc1cccc(NC(=O)c2cc3n(n2)C(C(F)(F)F)CC(C2CC2)N3)c1C (centres undefined)	-17%	-6%	4%	-3%	0.3%	8%	-1.5%	-14%	1.1%
O=C(O)CCC(=O)Nc1ccc(-c2nc3ccc(C(=O)c4ccccc4)cc3[nH]2)cc1	3%	12%	-1%	0%	1.1%	16%	23%	-4%	2.3%
COc1ccccc1C(=O)Nc1cc(C)c(OCC(=O)N2CCOCC2)c(C)c1	4%	3%	2%	1%	0.1%	8%	-1.4%	-6%	0.7%
NCC12CC3CC(C1)CC(c1ccc(Cl)cc1)(C3)C2	6%	-8%	22%	11%	0.8%	5%	-0.7%	43%	6.1%
O=[N+]([O-])/C(C(Cl)=C(Cl)Cl)=C(\Sc1ccccc1)N1CCCCC1	12%	5%	nt	nt	0.2%	5%	-0.4%	3%	11%
CCCN(CC(=O)Nc1ccccc1C)C(=O)Cc1cccs1	nt	-11%	nt	nt	0.9%[50 µM]	9%	nt	nt	1.3%
CCC(=O)N1CCN(C(C)=O)C1c1ccccc1 (centres undefined)	-2%	2%	3%	0%	-0.2%	-4%	1.1%	33%	1.5%
CCN(CC)c1ccc(NC(=S)NC(=O)c2ccco2)cc1	-4%	-5%	?	-7%	1.3%	29%	-1.8%	-2%	?
COc1ccc(-c2ccc(/C=C(\NC(=O)c3ccccc3)C(=O)N3CCOCC3)o2)cc1	-11%	-7%	17%	-2%	1.9%	5%	1.2%	10%	1.1%
O=C(OCCN1C(=O)c2ccccc2C1=O)Oc1ccccc1	-5%	-8%	1%	-2%	0.3%	2%	-0.4%	-15%	0.3%
Cn1c(SCc2cc(=O)[nH]c(C(C)(C)C)n2)nnc1C(F)(F)F	-3%	-2%	5%	-3%	-1.8%	0%	-1.0%	3%	-0.1%
COCc1cc(=O)n2[nH]c(C)c(-c3ccccc3)c2n1	24%	4%	4%	3%	0.2%	12%	0.2%	2%	-1.1%
COc1ccc(C)cc1NC(=O)c1cccc(C(=O)Nc2cc(C)ccc2OC)n1	13%	6%	11%	2%	1.2%[50 µM]	7%	-1.7%	-2%	1.2%
O=C(Cc1ccc(Cl)cc1)Nc1ncc([N+](=O)[O-])s1	-3%	-1%	-3%	-3%	0.4%	5%	5.2%	9%	nt
CC(=O)N1CCN(C(C)=O)C1c1ccccc1	8%	4%	2%	0%	0.1%	-1%	-2.1%	7%	-0.6%
CC1CCN(S(=O)(=O)c2ccc(C(=O)N3CCCC(C(F)(F)F)C3)cc2)CC1 (centres undefined)	nt	-6%	6%	-4%	1.0%[50 µM]	5%	nt	nt	?
Cc1ccc2c(CN3CCN(C(=O)c4ccco4)CC3)cc(=O)oc2c1C	4%	-9%	0%	-12%	-0.4%	7%	-0.4%	0%	3.1%
COc1ccccc1CNC(=O)c1ccc(-c2ccccc2C(F)(F)F)o1	-11%	-7%	5%	5%	1.4%	6%	0.6%	-4%	4.4%
O=C(c1ccc(S(=O)(=O)Nc2ccc(F)cc2)cc1)N1CCN(c2ccccn2)CC1	3%	-6%	10%	-8%	0.3%	5%	-0.8%	-2%	2.2%
Cc1ccc(C(=O)COC(=O)CNC(=O)c2ccco2)cc1	4%	-2%	5%	25%	1.1%	2%	3.3%	nt	2.3%	NS5 inhibitors pilot replicate=2.1
O=[N+]([O-])c1cc(S(=O)(=O)Nc2ccccc2)ccc1N1CCN(c2ccc(O)cc2)CC1	1%	2%	17%	1%	-1.4%[50 µM]	14%	2.1%	0%	7.6%
O=c1ccccn1Cc1c(F)cccc1Cl	11%	2%	12%	8%	-0.7%	4%	-2.5%	-2%	0.1%
Cc1ccccc1NC(=S)NC(NC(=O)c1ccccc1C)C(Cl)(Cl)Cl (centres undefined)	16%	-2%	3%	-13%	-0.6%	7%	0.7%	4%	12%
COc1cc(CN2CCCC(C(=O)c3ccc(C(C)(C)C)cc3)C2)cc(OC)c1O (centres undefined)	14%	3%	5%	4%	0.2%	6%	0.0%	-1%	-0.6%	NS5 inhibitors pilot replicate=-1.2
CC(=O)N1CCCN(Cc2cn(-c3cc(C)ccc3C)nc2-c2ccccc2)CC1	18%	2%	nt	nt	-0.4%	-3%	1.1%	1%	0.6%
Cc1ccc(S(=O)(=O)c2ccc(C)cc2)cc1	9%	-2%	11%	-4%	-0.1%	6%	-1.6%	-6%	-0.2%
COc1ccc(NC(=O)CSC2=NN3CCCC(=O)N=C3S2)c(OC)c1	8%	-1%	12%	-10%	0.3%	-9%	0.1%	4%	0.6%
CC1Sc2ccc(S(=O)(=O)N3CCN(c4cccc(Cl)c4)CC3)cc2NC1=O (centres undefined)	14%	-13%	9%	-8%	0.3%	10%	-1.8%	6%	?
CN(Cc1ccccc1)C(=O)COC(=O)c1ccccc1Nc1ccccc1	-6%	-12%	16%	12%	0.4%[50 µM]	10%	6.0%	6%	2.9%
Cn1cccc1Cc1nnc(SCC(=O)Nc2nc3ccccc3s2)n1CCc1ccccc1	-6%	5%	4%	-25%	-0.1%	13%	-3.6%	26%	2.0%
O=S(=O)(c1cccc(C(F)(F)F)c1)N1CCC(c2nc3ccccc3[nH]2)CC1	21%	3%	0%	11%	-0.9%	2%	0.1%	0%	5.3%
O=C(Nc1ccccc1OCc1ccccc1)c1ccccc1Br	-24%	-2%	3%	-3%	-0.2%	14%	0.4%	7%	5.5%
Cc1cc(CNC(=O)c2cc(-c3ccccc3)nc3ccccc23)nn1C	-14%	-8%	-5%	-1%	1.5%	8%	0.6%	8%	0.6%
CCN(C(=O)c1cccc(Br)c1)c1ccccc1	16%	-8%	28%	1%	0.0%	5%	-1.8%	13%	2.9%
O=C(NNC(=O)C1CCC1)c1ccc(Br)cc1	nt	-1%	12%	-7%	2.6%[50 µM]	6%	nt	nt	-1.5%
Cc1cc(NC(=O)Nc2ccc(C)c(C)c2)no1	-6%	-4%	-3%	2%	1.6%	6%	-0.8%	2%	1.7%
CCCC(=O)c1cc2ccccc2oc1=O	9%	-10%	18%	-4%	0.0%	9%	6.0%	19%	1.5%
CCOC(=O)C(C)Sc1nc(-c2ccccc2)nc2ccc(F)cc12 (centres undefined)	0%	1%	-9%	8%	1.3%	3%	-1.6%	-4%	5.3%	NS5 inhibitors pilot replicate=0.0
CCOC(=O)c1cc(C(=O)OCC)c(=O)[nH]c1SCc1ccccc1	1%	-5%	11%	1%	0.0%	-6%	26%	5%	0.9%
CC1=NC(=O)C(N=Nc2cccc(C(=O)O)c2)N1c1ccccc1 (centres undefined)	-1%	3%	9%	-13%	-1.0%	10%	16%	-5%	5.4%
COC(=O)c1c(C)oc2c1cc(NS(=O)(=O)c1cccs1)c1ccccc12	-10%	15%	1%	-5%	1.6%	8%	-2.4%	10%	15%
CCOc1ccc(NC(=O)c2sc3nc(N4CCOCC4)c4c(c3c2N)CCCC4)cc1	-14%	13%	21%	-2%	-0.3%	-7%	-0.9%	22%	8.9%
O=C(Nc1nccs1)c1cn(-c2ccccc2)nc1-c1ccncc1	-14%	1%	10%	-6%	2.0%	6%	0.5%	9%	2.7%
Cn1c(=O)c2c(nc(SCCCC#N)n2Cc2ccccc2F)n(C)c1=O	-10%	6%	4%	-2%	4.2%	-8%	0.2%	-4%	2.2%
Cc1ccc(Sc2nc(C)cc(C)c2S(C)(=O)=O)cc1	-6%	2%	2%	9%	-0.1%	12%	-1.9%	-4%	0.2%
O=C(Nc1ccccc1F)c1cc(Cl)sc1Cl	15%	-7%	4%	-2%	0.0%	11%	1.0%	3%	2.4%
c1ccc(COCCN2CCN(CCOCc3ccccc3)CC2)cc1	-1%	-5%	9%	-2%	6.9%	7%	-1.0%	11%	-0.9%
O=C(Nc1ccccc1)NC(Cc1ccc(O)cc1)C(=O)O (centres undefined)	-11%	-8%	14%	-12%	0.2%	0%	-0.5%	4%	2.5%
